# aGal spleen mod: qHTS Assay for Inhibitors and Activators of Human alpha-Galactosidase From Spleen Homogenate; Alpha-galactosidase A (Homo sapiens), P06280; human spleen homogenate, 4MU-alpha-Gal fluorescence, 40 min; Potency, µM (top dose mostly 80 µM), without a hit: at the highest dose activity change, negative = inhibition, hits mostly inhibitors; 240,000 compounds, 0.008% hits; AID 2107, 2009;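 further: 0% = enzyme with vehicle and -100% = no enzyme basal signal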
#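 Spleen homogenate 1 ug + cpd (titration) + 4-MU-alpha-D-galactopyranoside 1 mM; 37C 40 min; 50 mM citrate/phosphate pH 5.0, 0.01% Tween-20; stop pH 10; fluorescence 365/440; AC50 via Hill.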
# ALDH1A1 inh: qHTS Assay for Inhibitors of Aldehyde Dehydrogenase 1 (ALDH1A1); Aldehyde dehydrogenase 1A1 (Homo sapiens), P00352; Purified ALDH1A1, NADH fluorescence, propionaldehyde substrate; Potency, µM (top dose mostly 75.3 µM), without a hit: at the highest dose activity, negative = inhibition, most hits filed as inhibitors; 220,000 compounds, 7.3% hits; active means well fitted inhibition curve with a large enough effect, not every such curve was filed as active; inconclusive means small, poorly fitted or top-dose-only effect, or another doubt; inactive means no such curve, though single readings can be large or run the other way;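 further: plate controls were no enzyme wells and a reference inhibitor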
# Target sequence (P00352 whole entry, looked up): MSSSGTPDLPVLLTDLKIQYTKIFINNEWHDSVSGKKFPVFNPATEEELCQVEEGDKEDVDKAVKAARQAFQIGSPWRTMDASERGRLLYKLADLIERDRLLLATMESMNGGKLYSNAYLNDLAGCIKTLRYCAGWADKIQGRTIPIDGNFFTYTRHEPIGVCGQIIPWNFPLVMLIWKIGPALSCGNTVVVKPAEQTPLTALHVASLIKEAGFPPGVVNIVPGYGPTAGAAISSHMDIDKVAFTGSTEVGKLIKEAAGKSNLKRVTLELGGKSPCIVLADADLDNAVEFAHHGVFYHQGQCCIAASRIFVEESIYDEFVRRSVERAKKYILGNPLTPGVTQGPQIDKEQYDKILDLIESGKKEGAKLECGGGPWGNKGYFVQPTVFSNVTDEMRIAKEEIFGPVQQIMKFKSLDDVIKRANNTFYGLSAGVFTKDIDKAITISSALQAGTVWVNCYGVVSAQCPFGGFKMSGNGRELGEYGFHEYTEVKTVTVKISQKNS
# RGS12 GoLoco inh: qHTS Assay for Inhibitors of RGS12 GoLoco Motif Activity (Red Fluorophore) | Guanine nucleotide-binding protein G(i) subunit alpha-1 (Homo sapiens), P63096 | 230,000 compounds, 0.44% hits | Gai1:RGS12 GoLoco peptide FP, rhodamine, 10 min | Potency, µM (highest dose often 61.6 µM), for the others: at the highest dose activity, negative = inhibition, hits mostly inhibitors; active means well fitted inhibition curve with a large enough effect, not every such curve was filed as active; inactive means no such curve, though single readings can be large or run the other way; further: on the % scale 0 is the no-effect control and ±100 the full control effect; nearly all actives have a fitted effect of over 30% in size; many of its hits are not listed in these tables
# aGlu spleen mod: qHTS Assay for Inhibitors and Activators of Human alpha-Glucosidase From Spleen Homogenate; 240,000 compounds, 0.006% hits; human spleen homogenate, 4-MU-alpha-glucoside fluorescence; Lysosomal alpha-glucosidase (Homo sapiens), P10253; Potency, µM (highest dose often 79.9 µM), inactives show top-dose activity change, negative = inhibition, usual class: inhibitors;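 further: 0% = enzyme with vehicle and -100% = no enzyme basal signal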
#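 Compounds were titrated against alpha-glucosidase in spleen homogenate at pH 5.0, with 1 mM 4-methylumbelliferyl substrate for 40 min at 37 C. Reactions were quenched with pH 10 NaOH/glycine and fluorescence measured.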
# GAA inhib: qHTS Assay for Inhibitors of Human alpha-Glucosidase as a Potential Chaperone Treatment of Pompe Disease; purified human GAA, 4-MU-alpha-glucoside fluorescence; Potency, µM (highest dose often 76.9 µM), for the others: top-dose activity change, negative = inhibition, hits mostly inhibitors; 200,000 compounds, 0.005% hits;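 further: plate controls were uninhibited enzyme wells for no effect and no-enzyme background for full effect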
#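 Fluorescence at Ex 365/Em 440 nm from 4-methylumbelliferone reported enzyme activity after 20 min at room temperature. Reactions used 4 nM enzyme and 400 uM substrate at pH 5.0; curves fitted with the Hill equation.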
# SMN2 splice enh: qHTS Assay for Enhancers of SMN2 Splice Variant Expression | Potency, µM (doses to about 46.1 µM), without a hit: top-dose activity change, positive = activation, actives largely listed as activators | HEK293 SMN2-luciferase splicing reporter, luminescence, 30-36 h | AID 1458, 2008 | 210,000 compounds, 2.8% hits; further: % of control where 0% means no effect; nearly all actives have a fitted effect of over 55% in size
#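 qHTS luciferase splicing reporter: luminescence rises when SMN2 exon 7 is included in transfected HEK293 cells. Compound exposure lasted 30-36 h at 37C, with 4.5 mM final sodium butyrate as control, followed by a ONE-Glo read.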
# GAA glycogen mod: qHTS Assay for Inhibitors and Activators of Human alpha-Glucosidase Cleavage of Glycogen | Lysosomal alpha-glucosidase (Homo sapiens), P10253 | recombinant GAA, glycogen substrate, Amplex Red glucose oxidase fluorescence | Potency, µM (series often up to 76.4 µM), for the others: at the highest dose activity change, negative = inhibition, actives largely listed as inhibitors | 300,000 compounds, 0.38% hits | AID 2100, 2009;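 further: 0% = full enzyme reaction and -100% = no-enzyme basal signal; the screen sought inhibitors and activators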
#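 Natural-substrate format: glycogen cleavage by 4 nM human enzyme, glucose read by Amplex Red coupling (Ex 573, Em 610 nm). Normalized to enzyme and no-enzyme controls.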
# JMJD2E inh: qHTS Assay for Inhibitors of Human Jumonji Domain Containing 2E (JMJD2E); Lysine-specific demethylase 4E (Homo sapiens), B2RXH2; JMJD2E catalytic domain, FDH-coupled NADH fluorescence (FDH is formaldehyde dehydrogenase); AID 2147, 2009; 230,000 compounds, 1.6% hits; Potency, µM (series often up to 57.1 µM), inactives show top-dose activity change, negative = inhibition, actives largely listed as inhibitors; active means well fitted inhibition curve with a large enough effect, not every such curve was filed as active; inconclusive means small, poorly fitted or top-dose-only effect, or another doubt; inactive means no such curve, though single readings can be large or run the other way;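 further: 0% = wells with enzyme and -100% = buffer wells without enzyme; nearly all actives have a fitted effect of over 50% in size; many of its hits are not listed in these tables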
# Target sequence (B2RXH2 1-337 limits assumed): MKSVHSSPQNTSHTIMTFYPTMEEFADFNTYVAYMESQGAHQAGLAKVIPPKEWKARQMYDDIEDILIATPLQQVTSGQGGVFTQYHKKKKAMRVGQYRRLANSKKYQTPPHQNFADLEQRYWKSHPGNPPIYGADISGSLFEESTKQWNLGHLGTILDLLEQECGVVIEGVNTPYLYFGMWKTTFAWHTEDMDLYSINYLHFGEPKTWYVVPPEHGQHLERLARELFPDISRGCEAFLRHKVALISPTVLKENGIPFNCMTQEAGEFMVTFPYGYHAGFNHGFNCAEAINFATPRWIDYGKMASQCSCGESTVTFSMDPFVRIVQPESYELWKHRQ
# The depositor's hits bear a star; ? = inconclusive; nt = no result given; & = joins results of further samples; [ ] = dose if it differs, or a comment. Unless noted, the call rests on the fitted dose curve; in most records, active means well fitted curve in the direction sought with a large enough effect; inconclusive means small, poorly fitted or top-dose-only effect, or another doubt; inactive means no such curve, though single readings can be large; an effect the other way counts as inactive or inconclusive. Potency means the concentration at half of the fitted maximal effect. This is a subset (hit frequency here may not be typical).
SMILES,aGal spleen mod,ALDH1A1 inh,RGS12 GoLoco inh,aGlu spleen mod,GAA inhib,SMN2 splice enh,GAA glycogen mod,JMJD2E inh
CC(N=c1ccccn1C(=O)Nc1ccc(Cl)cc1)c1ccco1 (stereo unspecified),15%,4%,9%,4%,-17%,6%,15%,?
CC(C)c1cc(NCC2CCCO2)n2c(nc3ccccc32)c1C#N (stereo unspecified),?,?,3%,?,?,17%,-2%,?
COC1(OC)C(/C=C/c2ccc(Cl)cc2)C(C#N)(C#N)C1(OC)OC (stereo unspecified),-7%,?,93%[activator],4%,1%,-117%[inhibitor],-15%,-28%
O=C(CN1CCN(C(=O)c2cccs2)CC1)NC1CCCCC1,0%,?,5%,1%,6%,-38%[inhibitor],-4%,4%
CCOC(=O)C1C(C(=O)OC)=C(c2ccc(OC)cc2)c2ccc(OC)cc2N1S(=O)(=O)C(F)(F)F (stereo unspecified),-5%,-5%[50.4 µM],4%,-3%,nt,nt,nt,nt
CCCCC(=O)Nc1cccc2c1C(=O)N(c1ccccc1)C2=O,-8%,-1%,11%,-6%,-5%,1%,-13%,-5%
CC(C(=O)N1CCOCCOCCOCC1)N1C(=O)c2ccccc2C1=O (stereo unspecified),5%,3%,0%,-1%,8%,-3%,3%,6%
O=C(O)c1ccc(NS(=O)(=O)c2ccc3nnn(O)c3c2)cc1,-5%,-7%,-1%,-20%,-20%,18%,-2%,-6%
CN(CC(=O)NCC1CCCO1)S(=O)(=O)c1cc(Cl)ccc1Cl (stereo unspecified),-1%,3%,3%,-6%,3%,-11%,-7%,0%
O=C(/C(Br)=C/Nc1cc(Cl)ccc1Cl)C(F)(F)F,3%,16µM*,5%,0%,-4%,nt,9%,-12%
O=C(NCC1CCCO1)c1cc([N+](=O)[O-])ccc1Cl (stereo unspecified),-4%,-6%,0%,0%,2%,-1%,4%,4%
CCc1cc(C(=O)N2CCCC(CNS(=O)(=O)c3cccs3)C2)n(C)n1 (stereo unspecified),2%,5µM*,5%,3%,8%,nt,3%,-4%
O=C(NCc1ccco1)c1ccc2c(=O)n(CC3CCCO3)c(=S)[nH]c2c1 (stereo unspecified),0%,3.2µM*,1%,-14%,3%,-19%,2%,1%
Cc1nc2ccccc2c(=O)n1NC(=O)Nc1ccccc1,3%,8%,5%,0%,2%,-10%,1%,2%
CC(C)OP(=O)(OC(C)C)C(Nc1ccccc1)c1cccc([N+](=O)[O-])c1 (stereo unspecified),1%,nt,5%,-3%,nt,nt,0%,2%
CCOc1cc(C)c(Cl)cc1S(=O)(=O)N(CC)CC,0%,8%,-12%,-7%,-6%,-2%,-16%,-7%
COc1ccc(C(=O)CN2C3=NCCCN3c3ccccc32)cc1OC,-13%,4%,11%,-12%,-2%,16%,2%,-2%
Cc1ccc(N(CC(=O)N2CCN(c3ccc(F)cc3)CC2)S(=O)(=O)c2c(C)nn(C)c2C)cc1,-7%,5%,8%,-3%,-4%,-11%,2%,3%
Cc1ccc2oc(=O)n(CCCOc3ccccc3)c2c1,-3%,-8%,-13%,-12%,-2%,-2%,3%,1%
Cc1ccc(NC(=S)NCc2ccc3c(c2)OCO3)cc1C,-17%,?,2%,-3%,-3%,6%,-15%,1%
CCOC(=O)Cn1cc(C(=O)OC)c2ccccc21,3%,12%,3%,1%,4%,-5%,3%,7%
CC(C)c1ccc(/C=C/C(=O)N2CCCCCC2)cc1,7%,?,-1%,3%,-2%,-19%,-1%,4%
Cc1ccccc1CN(c1ccc(C(=O)NCc2cccnc2)cc1)S(C)(=O)=O,-5%,12%,12%,-1%,-11%,nt,12%,-4%
O=C(NC(c1ccccc1)c1ccccc1)c1ccc(=O)[nH]n1,5%,4.5µM*,9%,-5%,8%,5%,-1%,8%
CCOC(=O)c1ccccc1NC(=O)CSc1nnc(Cc2cccn2C)n1-c1ccc(C)cc1,3%,-11%,3%,-8%,-5%,15%,-3%,-6%

# Fetched by compound from the list above:
SMILES,aGal spleen mod,ALDH1A1 inh,RGS12 GoLoco inh,aGlu spleen mod,GAA inhib,SMN2 splice enh,GAA glycogen mod,JMJD2E inh
CC(C)OP(=O)(OC(C)C)C(Nc1ccccc1)c1cccc([N+](=O)[O-])c1 (stereo unspecified),1%,nt,5%,-3%,nt,nt,0%,2%
CC(C)c1ccc(/C=C/C(=O)N2CCCCCC2)cc1,7%,?,-1%,3%,-2%,-19%,-1%,4%
COc1ccc(C(=O)CN2C3=NCCCN3c3ccccc32)cc1OC,-13%,4%,11%,-12%,-2%,16%,2%,-2%

# Next results.
SMILES,aGal spleen mod,ALDH1A1 inh,RGS12 GoLoco inh,aGlu spleen mod,GAA inhib,SMN2 splice enh,GAA glycogen mod,JMJD2E inh
CC(=O)C1=C(C)N(CC2CC2)C(=O)N[C@H]1c1ccccc1,-5%&5%,5%&2%,0%&8%,-2%&-14%,-3%[15.4 µM],-2%&-17%,3%,8%&2%
O=c1c2ccccc2nc2n1CCCCC2,1%,12%,-9%,-2%,-3%,-6%,0%,-3%
O=C(OCCN=C1NS(=O)(=O)c2ccccc21)c1ccco1,11%,-13%,-12%,5%,2%,-40%[inhibitor],-1%,3%
COc1ccc(CCNc2nc(N3CCOCC3)nc(N3CCOCC3)n2)cc1OC,7%,-5%,8%,0%,0%,11%,1%,-7%
CCS(=O)(=O)N1CCC(C(=O)NCCCOC)CC1,-10%,-3%,1%,-8%,-9%,nt,-1%,-2%
CCCCN(CCCC)CC(O)CN(c1cc([N+](=O)[O-])ccc1OC)S(=O)(=O)c1ccccc1 (stereo unspecified),0%,7%,15%,1%,-13%,2%,5%,-4%
CCCCOc1ccc(CSc2ncn[nH]2)cc1,1%,-4%,2%,4%,-5%,10%,-2%,?
O=C(NC1CCCCC1)N(Cc1cc2cc3c(cc2[nH]c1=O)OCCO3)C1CCCCC1,9%,?,7%,-3%,-4%,-14%,7%,?
COc1cc(NS(=O)(=O)c2ccc(NC(=O)c3ccc(S(=O)(=O)N4CCCC4)cc3)cc2)ncn1,4%,?,-1%,9%,-3%,0%,8%,-9%
CN(C)S(=O)(=O)c1ccc(NC(=O)CCNC(=O)c2ccc([N+](=O)[O-])cc2)cc1,-13%,10µM*,-8%,-7%,-6%,-50%[inhibitor],-4%,6%
COc1ccc(N2C(=O)CC(SCc3ccc(Cl)cc3)C2=O)cc1 (stereo unspecified),4%,nt,0%,1%,nt,nt,-2%,-22%
COc1ccc(C(=O)COC(=O)CNC(=O)c2cc(OC)cc(OC)c2)cc1,-4%,0%,8%,2%,-3%,11%,3%,12%
O=c1ccc2cc3c4c(c2o1)CCCN4CCC3,22%,?,-3%,8%,?,nt,16%,?
Cn1nc(C(F)(F)F)c(/C=N/OCc2c(Cl)cccc2Cl)c1Cl,-8%,4%,9%,1%,-7%,-10%,-10%,4%
COc1ccc(NC(=S)NC(=O)CC(C)C)c(OC)c1,-1%,-1%,-3%,-20%,3%,20%,-13%,-5%
NC(=O)c1cc2nc(-c3ccco3)cc(C(F)(F)F)n2n1,12%,?,8%,3%,10%,-2%,-4%,?
CCCc1[nH]n(-c2nc3ccccc3s2)c(=O)c1C=NCC(C)C,1%,13µM*,17%,1%,-4%,?,-2%,0%
CN[C@@H]1[C@H](O[C@H]2[C@@H](O[C@@H]3[C@@H](O)[C@@H](O)[C@@H](N=C(N)N)[C@@H](O)[C@@H]3N=C(N)N)O[C@@H](C)[C@]2(O)CO)O[C@H](CO)[C@@H](O)[C@@H]1O,5%[29.1 µM],7%[20.9 µM],-2%[21.6 µM],-2%[29.1 µM],nt,-23%[20.6 µM],nt,3%[25.5 µM]
CC1CCCC/C1=N/Nc1ccc([N+](=O)[O-])cc1[N+](=O)[O-] (stereo unspecified),-8%,?,-10%,-4%,?,-8%,?,-11%
CC(C)NC(=O)c1ccccc1S(=O)c1ccccc1C#N (stereo unspecified),-2%,16%,6%,3%,3%,-13%,-2%,0%
O=C(Cc1cccs1)N/N=C/c1ccccc1,-2%,nt,8%,0%,nt,nt,7%,7%
COc1ccccc1CN1CCC2(CC1)CCN(C(=O)c1cc(C(F)(F)F)cc(C(F)(F)F)c1)CC2,0%,5%,9%,-9%,nt,-35%[inhibitor],nt,nt
COc1ccc(/C=C/C(=O)NCC(=O)n2nc(C)cc2C)cc1,-3%,nt,-2%,3%,nt,nt,7%,-12%
O=C(NCC(c1ccco1)N1CCOCC1)c1ccc([N+](=O)[O-])cc1 (stereo unspecified),1%,-2%,2%,5%,-2%,-13%,-4%,-7%
NC(=O)c1nsc(C(=O)N(c2ccccc2)C(C(=O)NCC2CCCO2)c2cccs2)c1N (stereo unspecified),-6%,?,2%,-4%,5%,nt,11%,?
CC1CCN(S(=O)(=O)c2ccc(NC(=O)CSc3ncccc3C(=O)O)cc2)CC1,0%,25µM*,-2%,-2%,-17%,nt,-1%,0%
CCOC(=O)Cc1csc(NC(=O)c2sc3nc4ccc(CC)cc4cc3c2N)n1,16%,5%,43%[activator],-6%,1%,42%,0%,?
Cc1ccc(C(=O)NCCN2C3=NC[C@H](C)N3C[C@H]2Cc2ccc(O)cc2)cc1Br,20%,-9%,7%,1%,nt,nt,10%,4%
CC(C)(C)OC(=O)COc1cc(OCC(=O)OC(C)(C)C)c2c(=O)cc(-c3ccccc3)oc2c1,12%,-6%,7%,7%,2%,nt,-11%,2%
CCN(CC)S(=O)(=O)c1ccc(OC)c(NC(=O)Cn2cnc3c2c(=O)n(C)c(=O)n3C)c1,-3%,2%,-6%,4%,8%,6%,13%,4%

# Screens: PubChem BioAssay, National Center for Advancing Translational Sciences (NCATS)
